BAZ2B block: inhibitors of human BAZ2B bromodomain. Q9UIF8. AlphaScreen BAZ2B-H3K14Ac peptide displacement. Potency, µM (top dose mostly 114 µM), for the others: top-dose activity change, negative = inhibition, most hits filed as inhibitors. actives 4.4% (n = 360,000). AID 504333; also: potency is read from the fitted curve at half-maximal effect; % is scaled to controls: 0 for no effect and ±100 for the full control effect; nearly all actives have a fitted effect of over 60% in size
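Complex of BAZ2B and biotin-H3K14Ac (50 nM apiece) forms over 30 min at RT, then faces library compounds up to 110 uM for another 30 min; AlphaScreen beads added, 20 min dark incubation, luminescence read.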
POLH inh: DNA polymerase eta (human) inhibition. Q9Y253. recombinant Pol eta, fluorescent DNA replication assay. Potency, µM (highest dose often 114 µM), inactives show at the top dose activity change, negative = inhibition, hits mostly inhibitors. actives 1.2% (n = 390,000). AID 588591; also: potency is read from the fitted curve at half-maximal effect; % is scaled to controls: 0 for no effect and ±100 for the full control effect
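Pol eta (10 nM) was preincubated with compounds for 15 min at room temperature, after which fluorescent replication substrate (50 nM final) was added to start the reaction. Fluorescence was read kinetically at 0 and 10 min.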
G9a block: blocks human histone lysine methyltransferase G9a | G9a H3K9 monomethylation, AlphaScreen, 2 h | actives 8.8% (n = 350,000) | Q96KQ7 | Potency, µM (series often up to 102 µM), for the others: at the highest dose activity, negative = inhibition, usual class: inhibitors; also: potency is read from the fitted curve at half-maximal effect; % is scaled to controls: 0 for no effect and ±100 for the full control effect; nearly all actives have a fitted effect of over 75% in size
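Signal arises when biotinylated H3K9 peptide, once monomethylated, bridges streptavidin donor and antibody-captured acceptor beads. Enzyme at 20 nM was preincubated 15 min with test compounds; peptide 500 nM and SAM 20 uM then reacted for 2 h.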
PI4K2A inh: inhibitors of human PI4K2A | purified PI4K2A, ADP-Glo luminescence, 1 h; stronger effect = lower value | activity change, negative = inhibition, % at 76.9 µM | actives 0.13% (n = 420,000); in the data active = activity change below about -50%; inconclusive = mostly about -30% to -49%;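 also: -100% = wells without enzyme as full effect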
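PI4K2A activity was measured by ADP-Glo luminescence: enzyme (4 ug/mL stock) and phosphatidylinositol (1.2 mM stock) in Tris pH 7.5/MgCl2/EGTA/Triton X-100 buffer were reacted with ATP (300 microM stock) for one hour at ambient temperature.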
GLS inh: glutaminase GLS (human) inhibition | AID 624170 | actives 0.21% (n = 410,000) | GLS enzymatic activity, qHTS titration | O94925 | Potency, µM (highest dose often 45.5 µM), for the others: at the top dose activity change, negative = inhibition, hits mostly inhibitors; also: potency is read from the fitted curve at half-maximal effect; % is scaled to controls: 0 for no effect and ±100 for the full control effect
Target sequence (O94925 whole entry, looked up): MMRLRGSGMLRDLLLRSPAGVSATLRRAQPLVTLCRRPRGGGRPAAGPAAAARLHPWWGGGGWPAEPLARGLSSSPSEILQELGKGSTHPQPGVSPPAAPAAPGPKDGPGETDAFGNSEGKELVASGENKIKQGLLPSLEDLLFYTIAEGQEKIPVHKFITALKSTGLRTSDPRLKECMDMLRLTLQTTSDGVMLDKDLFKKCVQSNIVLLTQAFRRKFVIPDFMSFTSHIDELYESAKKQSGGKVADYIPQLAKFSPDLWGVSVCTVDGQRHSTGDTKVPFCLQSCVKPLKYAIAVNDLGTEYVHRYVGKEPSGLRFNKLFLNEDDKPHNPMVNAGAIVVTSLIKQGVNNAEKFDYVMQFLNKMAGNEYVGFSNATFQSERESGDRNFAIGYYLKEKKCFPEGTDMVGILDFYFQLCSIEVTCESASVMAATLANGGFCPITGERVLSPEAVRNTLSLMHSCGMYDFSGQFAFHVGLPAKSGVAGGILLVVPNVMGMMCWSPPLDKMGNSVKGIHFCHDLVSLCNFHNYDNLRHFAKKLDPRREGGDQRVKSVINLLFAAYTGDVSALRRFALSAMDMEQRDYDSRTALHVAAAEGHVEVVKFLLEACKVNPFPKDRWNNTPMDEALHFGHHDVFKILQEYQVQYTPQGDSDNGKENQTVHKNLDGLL
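Glutamate formation by hKGA was monitored fluorometrically using coupled glutamate oxidase, HRP and Amplex Red. Substrate was added as 1 mM L-glutamine solution; incubation was 30 min at RT after an initial read.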
PGK inhibitor: blocks T. brucei phosphoglycerate kinase; AID 602233; Potency, µM (series often up to 57.5 µM), without a hit: at the top dose activity change, negative = inhibition, most hits filed as inhibitors; P07378; PGK/GAPDH coupled, Kinase-Glo luminescence, 60 min; actives 0.043% (n = 380,000); also: potency is read from the fitted curve at half-maximal effect; % is scaled to controls: 0 for no effect and ±100 for the full control effect; nearly all actives have a fitted effect of over 60% in size
Target sequence (P07378 whole entry, looked up): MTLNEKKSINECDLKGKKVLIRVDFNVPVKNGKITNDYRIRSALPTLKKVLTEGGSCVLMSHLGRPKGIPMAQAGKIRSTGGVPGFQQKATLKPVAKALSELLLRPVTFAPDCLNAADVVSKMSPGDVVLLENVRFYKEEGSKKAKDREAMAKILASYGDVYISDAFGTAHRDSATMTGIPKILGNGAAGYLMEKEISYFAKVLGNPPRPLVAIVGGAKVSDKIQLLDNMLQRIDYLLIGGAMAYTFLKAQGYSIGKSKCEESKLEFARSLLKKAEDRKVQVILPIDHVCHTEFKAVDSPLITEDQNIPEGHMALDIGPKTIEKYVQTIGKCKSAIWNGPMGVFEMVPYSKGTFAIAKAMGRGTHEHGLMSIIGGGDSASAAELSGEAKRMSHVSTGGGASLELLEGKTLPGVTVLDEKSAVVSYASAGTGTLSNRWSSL
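Recombinant glycosomal PGK reaction used 1,3-bisphosphoglycerate generated in-well by GAPDH (100nM final) in 100mM TEA pH 7.6, 5mM MgCl2, 0.01% Tween-20. After 60 minutes at room temperature, ATP was read by Kinase-Glo Plus luminescence end-point.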
JMJD2A Tudor inh: blocks the human JMJD2A Tudor domain; O75164; Potency, µM (series often up to 114 µM), for inactives: at the top dose activity change, negative = inhibition, actives largely listed as inhibitors; actives 4.4% (n = 390,000); AlphaScreen JMJD2A-Tudor / H3K4me3 peptide binding; also: potency is read from the fitted curve at half-maximal effect; % is scaled to controls: 0 for no effect and ±100 for the full control effect; nearly all actives have a fitted effect of over 50% in size
HP1b binding inh: inhibitors of HP1-beta chromodomain binding to methylated histone tails. P83916. AlphaScreen HP1-beta / biotin-H3K9me3 peptide binding. Potency, µM (top dose mostly 114 µM), without a hit: at the top dose activity change, negative = inhibition, actives largely listed as inhibitors. actives 0.56% (n = 390,000). AID 540317; also: potency is read from the fitted curve at half-maximal effect; nearly all actives have a fitted effect of over 70% in size; inactives centre near 23
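Compound inhibition of the preformed complex between 50 nM HP1-beta and 50 nM biotinylated H3K9me3 peptide was read by AlphaScreen. Buffer was PBS pH 7.4 with 0.01% Tween-20. Incubations ran 30 min at room temperature, with 10 ug/mL donor/acceptor beads.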
Pin1 inhibitor: blocks the human prolyl isomerase Pin1; Potency, µM (top dose mostly 115 µM), for the others: at the highest dose activity, negative = inhibition, most hits filed as inhibitors; actives 0.009% (n = 390,000); Pin1 FP peptide displacement, HiFluor488, 10 min; Q13526; active = well fitted inhibition curve with a large enough effect in the polarisation, with a control signal flat, not every such curve was filed as active; inconclusive = small, poorly fitted or top-dose-only effect, or effect the other way, or a change in a side signal; inactive = no such curve, though single readings can be large or run the other way; the % refers to the polarisation; also: potency is read from the fitted curve at half-maximal effect; % is scaled to controls: 0 for no effect and ±100 for the full control effect
Starred values were filed as active, the others as inactive; i = inactive; ? = inconclusive; . = not tested or not shown; [ ] = dose if it differs, or a comment. Unless noted, calls follow the shape of the dose curve; as a rule, active = well fitted curve in the direction sought with a large enough effect; inconclusive = small, poorly fitted or top-dose-only effect, or another doubt; inactive = no such curve, though single readings can be large; an effect the other way counts as inactive or inconclusive. The list is partial; rates above refer to the full screens.

SMILES	BAZ2B block	POLH inh	G9a block	PI4K2A inh	GLS inh	PGK inhibitor	JMJD2A Tudor inh	HP1b binding inh	Pin1 inhibitor
Cc1ccc(Cl)cc1N1CCN(C(=O)c2ccccc2SCC(=O)N2CCCC2)CC1	-1%	-21%	-7%[12.7 µM]	-2	3%	-1%	-17%	10%	6%
N#Cc1cc(-c2ccccc2)nc(NN)n1	-22%	-7%	23%[59 µM]	23	19%	7%	-17%	32%	3%
Cc1ccc(-n2c(CNC(=O)c3cccs3)nnc2SCC(=O)NO)cc1	-36%	3%	-4%	-5	0%	4%	-2%[11.4 µM]	56%[activator]	5%
Cc1ccc(-c2cnc(N)n2C)cc1C	-3%	-22%	?	6	-4%	i	-32%	3%	-4%
NC(=O)NCc1ccccc1F	5%	-18%	1%	5	0%	1%	2%	34%[activator]	-2%
O=S1(=O)[C@H]2C[C@@H]3C=C[C@@]2(CN1Cc1ccc(F)cc1)O3	-16%	-4%	7%	0	14%	8%	?	13%	4%
O=C1c2c(O)cc(O)cc2O[C@H](c2ccc(O)cc2)[C@H]1O	.	-12%	.	1	19%	0%	-10%	39%[activator]	-8%
O=C(Nc1cc([N+](=O)[O-])ccc1F)c1ccc2ccccc2c1	-10%	6%	8%	4	29%	1%	-3%	4%	-10%
CCN1CCN(CC(=O)N2N=C(c3cccs3)CC2c2ccc(OC)c(OC)c2)C(=O)C1=O (centres undefined)	-10%	-14%	9%	-4	-2%	-17%	-6%	-13%	1%
CC(=O)N1CCc2c(sc3c2c(=O)n(CCc2ccccc2)c(=O)n3Cc2ccccc2C)C1	-35%	-14%	?	-6	-6%	i	?	-7%	43%[activator]
Cc1ccc(CNC(=O)CCc2nc(-c3cccs3)no2)cc1	0%	-7%	19%	-6	1%	0%	-7%	30%	-2%
Cc1ccccc1-c1ccc(=O)n(CC(=O)Nc2ccc(N3CCOCC3)cc2)n1	?	-10%	?	0	19%	-8%	-20%	6%	0%
O=C(Nc1nc(-c2ccccc2)cs1)Nc1ccc(F)cc1F	-19%	-21%	2%	2	-5%	-10%	-16%	-15%	2%
NS(=O)(=O)c1cc(C(=O)OCC(=O)NC2CC2)ccc1Cl	-6%	-3%	-3%[59 µM]	8	1%	-2%	-9%	15%	5%
COc1cccc(NC(=O)c2ccc3c(c2)N(C)CCS3)c1	4%	-3%	-11%	-11	20%	-18%	-28%	?	-12%
CCOc1ccc(NC(=O)C/C(C)=N/NC(=O)Cc2cccs2)cc1	-10%	-8%	30%	6	12%	0%	-4%	2%	0%
COC(=O)c1cc(OC)c(OC)cc1NC(=O)c1ccco1	-4%	-21%	-18%	-10	3%	0%	-9%	26%	?
COc1ccccc1NS(=O)(=O)c1cc(C(=O)NCC(C)(C)N2CCOCC2)ccc1C	8%	-3%	-12%	-3	1%	-2%	-14%	-9%	-1%
Cc1cccc(-n2ncc3c2CCCC3NC(=O)CN2CCCC2=O)c1C (centres undefined)	-1%	-5%	.	-2	5%	1%	-7%	17%	3%
O=C(NNc1ccccc1F)c1ccccc1	2%	-5%	28µM*	3	17%	i	-11%	40%[activator]	-10%

An excerpt from above in order of SMILES length, smallest number first.
SMILES	BAZ2B block	POLH inh	G9a block	PI4K2A inh	GLS inh	PGK inhibitor	JMJD2A Tudor inh	HP1b binding inh	Pin1 inhibitor
Cc1ccccc1-c1ccc(=O)n(CC(=O)Nc2ccc(N3CCOCC3)cc2)n1	?	-10%	?	0	19%	-8%	-20%	6%	0%
Cc1ccc(Cl)cc1N1CCN(C(=O)c2ccccc2SCC(=O)N2CCCC2)CC1	-1%	-21%	-7%[12.7 µM]	-2	3%	-1%	-17%	10%	6%
CCN1CCN(CC(=O)N2N=C(c3cccs3)CC2c2ccc(OC)c(OC)c2)C(=O)C1=O (centres undefined)	-10%	-14%	9%	-4	-2%	-17%	-6%	-13%	1%

Next entries follow:
SMILES	BAZ2B block	POLH inh	G9a block	PI4K2A inh	GLS inh	PGK inhibitor	JMJD2A Tudor inh	HP1b binding inh	Pin1 inhibitor
Oc1ccc(Br)cc1-c1cc(-c2ccco2)[nH]n1	?	?	?	-2	8%	-11%	?	-23%	12%
CCNC(=O)CN(c1ccc(Br)c(C)c1)S(C)(=O)=O	-1%	-15%	11%	4	-2%	-8%	-8%[57.1 µM]	47%[activator]	4%
O=[N+]([O-])c1ccc(N/N=C/c2ccc(OCc3cccc4ccccc34)cc2)nc1	-1%	-10%	29%[59 µM]	0	0%	6%	-13%[11.4 µM]	29%	?
CC(C)CC(=O)Nc1nnc(SCC(=O)Nc2nccs2)s1	-14%	-14%	50%	1	-2%	i	4%	45%[activator]	0%
CCC(C)(C)NC(=O)C(c1cccc(OC)c1OC)N(CC(C)C)C(=O)CCC(=O)Nc1cc(C)on1 (centres undefined)	-38%	-26%	-2%[59 µM]	4	-27%	11%	11µM*	-17%	9%
Cc1ccc2oc(C(=O)N3CCN(CCO)CC3)c(C)c2c1	?	0%	.	2	7%	-2%	-12%	9%	11%
Cc1cccc(CS(=O)(=O)Cc2ccc(C(=O)NC3CCCC3)o2)c1	-13%	-6%	27%[59 µM]	-1	-2%	1%	?	2%	6%
COc1ccccc1CCNC(=O)c1ccc2nc[nH]c2c1	50µM*	?	-1%	-3	-3%	-13%	-21%	14%	4%
NC(=O)C1CCCN(Cc2ccc(Cl)cc2)C1 (centres undefined)	79µM*	-12%	3.5µM*	3	4%	i	3.2µM*	-56%	-6%
CCOCCn1cnc2sc(C(=O)NCCCN3CCOCC3)c(C)c2c1=O	-22%	-11%	52%[activator]	6	-2%	-1%	0%	40%[activator]	2%
COc1cccc(C(C(=O)NCC2CCCO2)N(C(=O)Cn2nnc3ccccc32)c2ccc(NC(C)=O)cc2)c1OC (centres undefined)	0%	-22%	29%	4	7%	-2%	-6%[57.1 µM]	-5%	-3%
N/C(=N\N=C\c1ccco1)SC1CC(=O)N(c2ccc(C(=O)O)cc2)C1=O (centres undefined)	?	-20%	11%	-1	0%	i	-8%	22%	2%
CCOC(=O)N1CCN(C(=O)CSc2nnc(-c3c[nH]c4ccccc34)n2CCOC)CC1	4%	-16%	5%[59 µM]	7	-8%	i	-4%	40%[activator]	3%
O=C(NC1CCCC1)c1ccc2c(c1)N(Cc1ccccc1)CCS2	-16%	-8%	10%	-1	14%	6%	-17%	32%	3%
Cn1c(-c2cccc(OCc3ccccc3)c2)nc2c1c(=O)[nH]c(=O)n2Cc1ccccc1	-4%	-4%	-5%[12.7 µM]	-5	-15%	-6%	-1%	31%	2%
Clc1ccc(-c2nnc(-c3ccc(Br)o3)o2)c(Cl)c1	5%	-4%	15%[59 µM]	-1	3%	i	-1%	63%[activator]	-3%
COCCN(C(=O)c1ccc(N2CCCC2=O)cc1)c1c(N)n(CC(C)C)c(=O)[nH]c1=O	11%	-12%	15%[12.7 µM]	0	18%	-8%	-5%	6%	-5%
O=C(CSc1nnnn1C1CCCC1)N1CCCCC1	0%	-11%	-8%	-5	-5%	0%	2%	12%	0%
O=C1NCCCC1C(=O)N/N=C/c1ccc(Cl)cc1 (centres undefined)	-1%	-25%	.	-1	-5%	0%	1%	29%	-2%
CC(=O)c1ccc(NC(=O)c2ccc(-c3nc(CSc4ccccc4)c(C)o3)cc2)cc1	-15%	15%	-4%[59 µM]	-4	3%	0%	-14%	15%	32%[activator]
CCC(C)(C)NC(=O)C(c1ccccc1F)N(Cc1ccco1)C(=O)Cn1nnc2ccccc21 (centres undefined)	-7%	-5%	?	2	8%	-3%	-27%	13%	-5%
CN1CCN(C(=O)c2ccccc2-c2nc(-c3ccccc3)no2)CC1	6%	-14%	-19%	1	-1%	0%	-16%	31%	-9%
CCOc1ccccc1CNC(=O)CN1C(=O)CCn2nc(-c3cn(C)c4ccccc34)cc21	-12%	1%	-5%[59 µM]	7	-18%	i	-24%	0%[57 µM]	1%
Cc1ccc(C(C2=C(O)CC(C)(C)CC2=O)C2C(=O)CC(C)(C)CC2=O)o1 (centres undefined)	-31%	-14%	25µM*	?	80%[activator]	-9%	-8%	61%	0%
CC(=O)c1cccc(OCc2cc(C(=O)N(C)CCc3cnn(C)c3)no2)c1	-4%	-2%	18%	-3	10%	3%	-13%	29%	0%

Compounds shown so far containing a furan ring, fused or not:
SMILES	BAZ2B block	POLH inh	G9a block	PI4K2A inh	GLS inh	PGK inhibitor	JMJD2A Tudor inh	HP1b binding inh	Pin1 inhibitor
COC(=O)c1cc(OC)c(OC)cc1NC(=O)c1ccco1	-4%	-21%	-18%	-10	3%	0%	-9%	26%	?
Oc1ccc(Br)cc1-c1cc(-c2ccco2)[nH]n1	?	?	?	-2	8%	-11%	?	-23%	12%
Cc1ccc2oc(C(=O)N3CCN(CCO)CC3)c(C)c2c1	?	0%	.	2	7%	-2%	-12%	9%	11%
Cc1cccc(CS(=O)(=O)Cc2ccc(C(=O)NC3CCCC3)o2)c1	-13%	-6%	27%[59 µM]	-1	-2%	1%	?	2%	6%
N/C(=N\N=C\c1ccco1)SC1CC(=O)N(c2ccc(C(=O)O)cc2)C1=O (centres undefined)	?	-20%	11%	-1	0%	i	-8%	22%	2%
Clc1ccc(-c2nnc(-c3ccc(Br)o3)o2)c(Cl)c1	5%	-4%	15%[59 µM]	-1	3%	i	-1%	63%[activator]	-3%
CCC(C)(C)NC(=O)C(c1ccccc1F)N(Cc1ccco1)C(=O)Cn1nnc2ccccc21 (centres undefined)	-7%	-5%	?	2	8%	-3%	-27%	13%	-5%
Cc1ccc(C(C2=C(O)CC(C)(C)CC2=O)C2C(=O)CC(C)(C)CC2=O)o1 (centres undefined)	-31%	-14%	25µM*	?	80%[activator]	-9%	-8%	61%	0%
